TAG inh: inhibitors of triacylglycerol accumulation. H9c2 cells, Nile Red lipid (TAG) fluorescence; cells loaded with 200 µM oleic acid. inhibition, % at 12.5 µM. 230,000 tested, 0.66% active;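 active means pattern-corrected inhibition of lipid staining of at least 50% with the nuclear-stain viability signal not falling by more than 50%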;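 further: 0% = DMSO wells and 100% = triacsin C control wells; some results filed as inactive read as strong as hits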
TAG inh DAPI viability: recorded beside TAG inh, whose call it bears; DAPI nuclei signal change (viability), lower = more cytotoxic, %;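 whole-well DAPI fluorescence read on a plate reader as a viability signal; minus 50 percent equals half of cells still viable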
* = called active by the depositor.

The line under a structure holds: TAG inh	TAG inh DAPI viability
1: Cc1cc(NC(=O)CSc2nnc3ccc(-c4ccccc4)nn23)no1
 : 0.4	10.3
2: CCOCCCn1c(SCC(=O)N(C)C2CCS(=O)(=O)C2)nc2ccccc2c1=O (stereo not given)
 : 19.0	-2.0
3: CC12CCC(=O)N1C(C(=O)Nc1nccs1)CS2 (stereo not given)
 : -16.4	-1.3
4: Cc1ccc(SCC(=O)N2CCN(S(=O)(=O)c3cccs3)CC2)cc1
 : -3.4	2.0
5: COc1ccc(NC(=O)c2c(C)nn(Cc3ccccc3)c2Cl)cc1S(=O)(=O)N1CCOCC1
 : -4.7	8.7
6: S=C(NC1CC1)N1CCN(C(=S)NC2CC2)CC1
 : 1.1	-0.4
7: COc1cccc(CNc2nc3cc(-c4cccc(C(=O)NCCO)c4)sc3c(=O)n2C)c1
 : 2.3	0.8
8: CCOCC(=O)N1CCc2ccccc21
 : 13.9	-3.9
9: CCCC(=O)C1=C(O)C(C(=O)OC)C(C)(C)CC1=Nc1ccc(C)cc1 (stereo not given)
 : 8.7	-0.7
10: Cc1cccc(C(=O)N2[C@@H](C(C)C)COc3cc(Br)ccc3S2(=O)=O)c1
 : -15.4	8.7
11: CCOC(=O)C1=C(N)N2C(=O)C(C)SC2=C(C(=O)OCC)C1c1ccc(O)cc1 (stereo not given)
 : 1.3	-8.4
12: Cc1nnc(C)c2c(C)n(-c3ccccc3N)c(C)c12
 : -4.3	4.5
13: O=C(Nc1ccc(-c2cscn2)cc1)C1CCCN(Cc2ccc(CO)o2)C1 (stereo not given)
 : 10.5	-7.0
14: CCc1c(C(=O)Nc2cc(C)ccc2OC)[nH]c(C)c1C(C)=O
 : -6.1	1.0
15: O=C(NCCN1C(=O)S/C(=C\c2ccc(Cl)cc2)C1=O)C1=COCCO1
 : -14.5	-8.4

Random excerpt: 7 records from the list.
The line under a structure holds: TAG inh	TAG inh DAPI viability
14: CCc1c(C(=O)Nc2cc(C)ccc2OC)[nH]c(C)c1C(C)=O
 : -6.1	1.0
1: Cc1cc(NC(=O)CSc2nnc3ccc(-c4ccccc4)nn23)no1
 : 0.4	10.3
15: O=C(NCCN1C(=O)S/C(=C\c2ccc(Cl)cc2)C1=O)C1=COCCO1
 : -14.5	-8.4
9: CCCC(=O)C1=C(O)C(C(=O)OC)C(C)(C)CC1=Nc1ccc(C)cc1 (stereo not given)
 : 8.7	-0.7
7: COc1cccc(CNc2nc3cc(-c4cccc(C(=O)NCCO)c4)sc3c(=O)n2C)c1
 : 2.3	0.8
8: CCOCC(=O)N1CCc2ccccc21
 : 13.9	-3.9
13: O=C(Nc1ccc(-c2cscn2)cc1)C1CCCN(Cc2ccc(CO)o2)C1 (stereo not given)
 : 10.5	-7.0

Next records
The line under a structure holds: TAG inh	TAG inh DAPI viability
16: C[C@@H]1CN([C@H](C)CO)C(=O)CCCn2nncc2CO[C@H]1CN(C)C(=O)Nc1ccc(N2CCCCC2)cc1
 : 15.6	-7.5
17: O=C(O)c1cccc(NC(=S)N/N=C/c2cccc(O)c2)c1
 : -6.3	2.7
18: COc1ccc(CCC(=O)Nc2cc3c4c(c2)CCC(=O)N4CCC3)cc1
 : -0.3	12.2
19: Cc1cc(C)c(C(=O)NC2CCCc3c2cnn3-c2cccc(C)c2C)o1 (stereo not given)
 : -1.6	-3.6
20: COC(=O)[C@@H]1C[C@@H]2CC[C@@H](O)C[C@@H]2N1Cc1ccc(N2CCN(C)CC2)cc1
 : 1.8	7.4
21: Cc1ccc(C(=O)OCC(=O)Nc2ccc3c(c2)OCO3)cc1S(=O)(=O)N1CCOCC1
 : -21.4	12.1
22: Cc1ccc(OCCC(=O)OCC(=O)NCc2ccccc2)cc1
 : -7.8	1.6
23: O=C1NC(C(=O)O)=CC(c2cccc(Cl)c2Cl)N1 (stereo not given)
 : -2.7	-8.3
24: O=C(c1cnn2c(C(F)F)cc(-c3ccccc3)nc12)N1CCCCC1c1cccnc1 (stereo not given)
 : 14.3	3.5
25: c1csc(-c2nnc(N3CCCCCC3)c3ccccc23)c1
 : -19.1	-2.2
26: CCCCC(=O)Nc1cccn2ncnc12
 : 6.9	-6.5
27: O=C(NNC1CC(=O)N(c2ccc3c(c2)OCCO3)C1=O)c1ccc(Cl)cc1 (stereo not given)
 : -5.2	1.6
28: COc1ccccc1Cn1c(=O)oc2ccc(C)cc21
 : 1.5	0.4
29: COC(=O)C1=C(C)N(c2ccc(C(=O)OC)cc2)C(=O)C1
 : -2.0	5.9
30: O=C(NC1CCCCCCC1O)c1ccccc1 (stereo not given)
 : -4.6	-2.1

Following part:
The line under a structure holds: TAG inh	TAG inh DAPI viability
31: COC(=O)c1c(C)[nH]c(O)c1C=Nc1ccc(C(C)C)cc1
 : -11.0	-9.3
32: O=C(COC(=O)Cc1ccsc1)Nc1ccc(Cl)cc1F
 : -7.5	-4.3
33: COc1ccc(-n2c(COc3cccc(C)c3)nnc2SCC(=O)NCc2ccco2)cc1
 : 5.4	4.9
34: COc1ccc(COC(=O)Nc2cn(C)nc2C(F)(F)F)cc1
 : -0.3	5.1
35: O=C1CN(C(=O)COC(=O)c2ccccc2Br)c2ccccc2N1
 : 5.3	-1.9
36: CCN(C[C@H]1N[C@@](CC)(C(=O)OC)[C@H]2C(=O)N(C)C(=O)[C@@H]12)C(=O)Nc1ccc(F)cc1
 : -5.0	8.8
37: CCN1CCN(S(=O)(=O)c2ccc(Cl)c(C(=O)N(C)CC(=O)Nc3c(C)cccc3C)c2)CC1
 : 2.0	-2.1
38: CC1(C)CC(=O)N(Cc2ccccc2)C(=O)C1
 : -11.5	4.8
39: O=C(O)/C(=C\c1cccc(F)c1)c1ccc(S(=O)(=O)N2CCCC2)s1
 : -5.2	0.9
40: C[C@H](CO)N1C[C@H](C)[C@@H](CN(C)C(=O)NC2CCCCC2)Oc2c(NC(=O)C3CCCCC3)cccc2C1=O
 : -11.3	2.2
41: CN(C)CCOc1cccc(Cl)c1
 : 11.6	-3.7
42: CC1CC(=O)c2cnc(NCc3ccco3)nc2C1 (stereo not given)
 : 15.9	-14.7
43: CCOC(=O)c1ccc(-c2c(-c3ccc4c(c3)OCO4)noc2C)cc1F
 : -8.8	0.0
44: COC(=O)CC(NS(=O)(=O)c1cccs1)c1cccc2ccccc12 (stereo not given)
 : -4.5	0.3
45: CCCCOC(=O)c1ccc(NC(=S)N2CCN(c3ncc4c(=O)c(C(=O)O)cn(CC)c4n3)CC2)cc1
 : 6.2	-4.9

Next part.
The line under a structure holds: TAG inh	TAG inh DAPI viability
46: COc1ccc(CNC(=O)C2CCCN2S(=O)(=O)c2ccc(S(=O)(=O)N(C)C)cc2)cc1 (stereo not given)
 : 21.2	-18.4
47: Nc1n[nH]c2c1C1(CCCCC1)Cc1ccccc1-2
 : -10.7	8.9
48: O=C(CSc1ccc2nnc(CCNC(=O)c3ccccc3)n2n1)NC1CCCC1
 : -5.6	7.1
49: CCOC(=O)C1=C(COC(=O)COc2ccccc2C#N)NC(=O)NC1C (stereo not given)
 : -2.4	-6.1
50: COc1cccc(-c2nc3ccccc3s2)c1
 : 0.3	11.6
51: COCC(C)n1c(=O)sc2ccccc2c1=O (stereo not given)
 : -0.7	9.7
52: O=C(NCCCl)Nc1cccnc1Cl
 : 19.2	-11.7
53: COc1ccc(CCN(C)C(=O)C2CCN(Cc3ccccc3)CC2)cc1OC
 : 2.0	-2.6
54: CS(=O)(=O)N1CCC(C(=O)Nc2ccc(F)cc2F)CC1
 : -12.8	5.2
55: O=C(c1cc2ccccc2oc1=O)N1CCOCC1
 : 4.8	-3.6
56: C[C@H](CO)N1C[C@H](C)[C@@H](CN(C)S(=O)(=O)c2ccc(-n3cccn3)cc2)OCc2cn(nn2)CCCC1=O
 : 4.1	-6.5
57: O=C(NC(=S)NCCN1CCOCC1)c1ccccc1Cl
 : 7.7	-12.5
58: Cc1cc(C(=O)NCCC(c2ccccc2)c2ccccc2)c(C)o1
 : 48.9	6.8
59: CC(=O)NC(Cc1ccccc1)c1ccc2c(c1)OCCCO2 (stereo not given)
 : -12.3	17.0
60: Clc1cccc(-c2ccc(C=Nc3ccc(N4CCOCC4)cc3)o2)c1Cl
 : 13.2	-6.1

Additional results follow.
The line under a structure holds: TAG inh	TAG inh DAPI viability
61: O=C(NNc1ccc(Cl)cc1)c1cccs1
 : 2.5	-10.4
62: C/C(CC(=O)NCc1ccco1)=N\NC(=O)CC#N
 : 1.0	0.1
63: Cc1cc(Br)ccc1NC(=O)c1ccc(-n2cncn2)c([N+](=O)[O-])c1
 : 6.2	0.0
64: CCOc1ccc(C(=O)NCC(=O)OCCCOC(=O)CNC(=O)c2ccc(OCC)cc2)cc1
 : -2.6	-6.4
65: Cc1ccc(S(=O)(=O)n2c([N+](=O)[O-])cnc2C)c(C)c1C
 : -8.8	-2.7
66: COc1cccc(-c2ccc3ncnc(NCc4cccc(C)c4)c3c2)c1
 : 22.3	-6.7
67: CN(C)S(=O)(=O)c1ccc(C(=O)NNC(=O)C23CC4CC(CC(C4)C2)C3)cc1
 : -11.6	4.3
68: Cc1nn(-c2cccc(Cl)c2)c2c1C(c1cccnc1)C(C#N)=C(N)O2 (stereo not given)
 : -10.2	0.0
69: CCOC(=O)c1c(NC(=O)COc2ccccc2)sc2c1CC(C)(C)NC2(C)C
 : 49.0	12.2
70: Cc1cccc(OCC(=O)NNC(=O)c2cc3ccccc3oc2=O)c1
 : 5.8	2.3
71: CCN(C(=O)CSc1ncccn1)c1c(N)n(Cc2ccccc2)c(=O)[nH]c1=O
 : 5.1	7.5
72: O=C(NC1(C(=O)NC2CCCCC2)CCCCC1)c1ccc2c(c1)OCO2
 : -0.3	-4.2
73: CCOC(=O)c1c(C)cc(=O)oc1C
 : -2.5	16.7
74: S=C(NC1CCCCC1)N1CCN(C2CCCCC2)CC1
 : 3.1	-4.6
75: O=C(COC(=O)C1CCC(=O)N1)Nc1ccccc1OC(F)F (stereo not given)
 : -1.2	2.5

Looked up above.
TAG inh DAPI viability with entry 1 → 10.3
TAG inh with entry 4 → -3.4
TAG inh with entry 49 → -2.4
TAG inh with entry 28 → 1.5
TAG inh DAPI viability with entry 70 → 2.3
TAG inh DAPI viability with entry 29 → 5.9
TAG inh with entry 9 → 8.7

Compounds 3 to 4, quoted:
The line under a structure holds: TAG inh	TAG inh DAPI viability
3: CC12CCC(=O)N1C(C(=O)Nc1nccs1)CS2 (stereo not given)
 : -16.4	-1.3
4: Cc1ccc(SCC(=O)N2CCN(S(=O)(=O)c3cccs3)CC2)cc1
 : -3.4	2.0

Later entries.
The line under a structure holds: TAG inh	TAG inh DAPI viability
76: Cc1ccc(S(=O)(=O)NCC2CCC(C(=O)NCc3cccnc3)CC2)cc1 (stereo not given)
 : -9.7	-0.9
77: OC(Cn1cccn1)c1ccccc1 (stereo not given)
 : -11.1	2.1
78: Cc1ccc(N2CC(C(=O)N3CCCCCC3)CC2=O)cc1 (stereo not given)
 : -8.3	5.0
79: O=C(Nc1ccc(Cl)cc1)c1ccncc1
 : 4.5	9.5
80: Cc1ccc2sc(N(CCCN(C)C)C(=O)c3ccc(S(=O)(=O)N(C)C)cc3)nc2c1C
 : 0.9	17.6
81: CC(=O)c1ccc(OCCn2c(SCC(=O)O)nc3ccccc32)cc1
 : -1.9	-1.9
82: O=C(NCCNCc1cccs1)c1ccccc1F
 : 0.4	-6.1
83: CNc1nc(NC#N)nc(SC)n1
 : 10.7	-0.8
84: COC(=O)CNC(=O)C1CCCN1C(=O)OC(C)(C)C (stereo not given)
 : 6.2	1.8
85: O=C(NCC(=O)N1CCN(S(=O)(=O)c2cccs2)CC1)c1ccc(Cl)cc1
 : 3.6	0.6
86: Cn1c2ccccc2c2ncn(Cc3ccc(F)cc3)c(=O)c21
 : -29.5	7.3
87: COc1cc(F)c(C(=O)NC(C)(C)CO)cc1OC
 : 2.8	-10.3
88: COC(=O)C(Cc1cnc(Cl)s1)(C(=O)OC)c1ccc([N+](=O)[O-])cc1[N+](=O)[O-]
 : -10.7	-2.7
89: Nc1ccc2c(c1)OC1(CCCC1)O2
 : 7.7	0.0
90: Cc1nnc(SCC(=O)NC(C)(C)C)n1CCc1ccccc1
 : -8.2	-2.5

Overlap with the part before: 7 entries, followed by the next part.
The line under a structure holds: TAG inh	TAG inh DAPI viability
84: COC(=O)CNC(=O)C1CCCN1C(=O)OC(C)(C)C (stereo not given)
 : 6.2	1.8
85: O=C(NCC(=O)N1CCN(S(=O)(=O)c2cccs2)CC1)c1ccc(Cl)cc1
 : 3.6	0.6
86: Cn1c2ccccc2c2ncn(Cc3ccc(F)cc3)c(=O)c21
 : -29.5	7.3
87: COc1cc(F)c(C(=O)NC(C)(C)CO)cc1OC
 : 2.8	-10.3
88: COC(=O)C(Cc1cnc(Cl)s1)(C(=O)OC)c1ccc([N+](=O)[O-])cc1[N+](=O)[O-]
 : -10.7	-2.7
89: Nc1ccc2c(c1)OC1(CCCC1)O2
 : 7.7	0.0
90: Cc1nnc(SCC(=O)NC(C)(C)C)n1CCc1ccccc1
 : -8.2	-2.5
91: COc1ccc(NC(=O)CCN2CCN(S(=O)(=O)c3ccc(OC)cc3)CC2)cc1
 : 1.7	-0.9
92: CC(C)(Oc1ccc(Cl)cc1)C(=O)OCC(=O)NCCc1ccc(S(N)(=O)=O)cc1
 : -2.6	1.9
93: Cc1cc(NCc2ccccn2)n2c(nc3ccccc32)c1C#N
 : 30.2	18.7
94: CC(=O)Nc1cc(C(=O)OCC(=O)c2ccc(Cl)cc2Cl)ccc1C
 : 6.9	8.9
95: O=C(NC(=S)N1CCOCC1)c1cc2ccccc2o1
 : 2.9	9.0
96: COCCNC(=O)C1(C)CCN(Cc2noc(-c3c(C)noc3C)n2)C1 (stereo not given)
 : 2.8	-7.8
97: COc1ccc(-n2c(SCC(=O)Nc3ccccc3C)nc(O)c(Cc3ccccc3)c2=O)cc1
 : 15.0	3.4
98: CCOc1ncccc1C(=O)Nc1cccc(-n2cnnn2)c1C
 : -8.9	5.7
99: COc1ccccc1NCCC(=O)OCC(=O)Nc1cc([N+](=O)[O-])ccc1F
 : -6.2	-2.9

High-throughput results: PubChem, Sanford-Burnham Center for Chemical Genomics

This is a subset; rates above refer to the full screens.
